High-throughput results: PubChem BioAssay, National Center for Advancing Translational Sciences (NCATS)
Pol eta inh = inhibitors of human DNA polymerase eta | Q9Y253 | recombinant Pol eta, fluorescent DNA replication assay | Potency, µM (series often up to 114 µM), inactives show at the highest dose activity change, negative = inhibition, usual class: inhibitors | 1.2% of 390,000 active; further: potency means the concentration at half of the fitted maximal effect; on the % scale 0 is the no-effect control and ±100 the full control effect
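Fluorescent replication assay: 50 nM final substrate added after a 15 min room-temperature compound preincubation with 10 nM enzyme. Signal taken at 0 min and again at 10 min.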
PGK inhibitor = inhibitors of T. brucei phosphoglycerate kinase | 0.043% of 380,000 active | P07378 | Potency, µM (highest dose often 57.5 µM), inactives show top-dose activity change, negative = inhibition, usual class: inhibitors | PGK/GAPDH coupled, Kinase-Glo luminescence, 60 min; further: potency means the concentration at half of the fitted maximal effect; on the % scale 0 is the no-effect control and ±100 the full control effect; nearly all actives have a fitted effect of over 60% in size
Target sequence (P07378 whole entry, looked up): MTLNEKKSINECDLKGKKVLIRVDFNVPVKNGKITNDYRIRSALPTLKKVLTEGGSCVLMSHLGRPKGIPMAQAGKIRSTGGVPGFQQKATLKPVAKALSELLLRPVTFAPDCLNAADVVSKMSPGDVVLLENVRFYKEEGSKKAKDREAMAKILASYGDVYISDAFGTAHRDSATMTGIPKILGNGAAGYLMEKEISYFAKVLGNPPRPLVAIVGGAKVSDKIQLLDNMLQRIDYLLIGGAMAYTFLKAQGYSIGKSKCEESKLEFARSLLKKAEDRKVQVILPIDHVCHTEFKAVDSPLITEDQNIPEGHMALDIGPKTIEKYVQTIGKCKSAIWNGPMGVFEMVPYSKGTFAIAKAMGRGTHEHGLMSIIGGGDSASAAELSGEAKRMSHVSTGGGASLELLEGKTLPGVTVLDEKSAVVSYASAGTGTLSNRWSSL
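Luminescent ATP detection (Kinase-Glo Plus) follows a 60-minute room-temperature incubation, with wells lacking PGK as controls. Buffer: 100 mM TEA (pH 7.6), 5 mM MgCl2, 0.01% Tween-20. Coupling enzyme GAPDH (100 nM final) supplies unstable 1,3-BPG in-well.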
Pin1 inh = inhibitors of human Pin1. Q13526. Pin1 FP peptide displacement, HiFluor488, 10 min. Potency, µM (top dose mostly 115 µM), inactives show top-dose activity, negative = inhibition, hits mostly inhibitors. 0.009% of 390,000 active. AID 504891; active means well fitted inhibition curve with a large enough effect in the polarisation, with a control signal flat, not every such curve was filed as active; inconclusive means small, poorly fitted or top-dose-only effect, or effect the other way, or a change in a side signal; inactive means no such curve, though single readings can be large or run the other way; the % refers to the polarisation; further: potency means the concentration at half of the fitted maximal effect; on the % scale 0 is the no-effect control and ±100 the full control effect
Target sequence (Q13526 whole entry, looked up): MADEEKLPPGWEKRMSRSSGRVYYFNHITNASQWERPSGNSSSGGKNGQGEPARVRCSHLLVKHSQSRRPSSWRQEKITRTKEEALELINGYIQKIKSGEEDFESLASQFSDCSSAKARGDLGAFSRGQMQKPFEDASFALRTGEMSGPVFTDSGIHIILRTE
BAZ2B inh = BAZ2B (human) inhibition; Q9UIF8; AlphaScreen BAZ2B-H3K14Ac peptide displacement; Potency, µM (top dose mostly 114 µM), inactives show at the top dose activity change, negative = inhibition, usual class: inhibitors; 4.4% of 360,000 active; further: potency means the concentration at half of the fitted maximal effect; on the % scale 0 is the no-effect control and ±100 the full control effect; nearly all actives have a fitted effect of over 60% in size
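Inhibition is scored as reduced AlphaScreen emission. The BAZ2B/b-H3(5-23)K14Ac complex (50 nM each) in PBS pH 7.4, 0.01% Tween-20 meets compound (up to 110 uM) for 30 min at RT before bead addition.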
G9a block = inhibitors of human histone lysine methyltransferase G9a | Potency, µM (top dose mostly 102 µM), for the others: top-dose activity, negative = inhibition, most hits filed as inhibitors | AID 504332 | G9a H3K9 monomethylation, AlphaScreen, 2 h | Q96KQ7 | 8.8% of 350,000 active; further: potency means the concentration at half of the fitted maximal effect; on the % scale 0 is the no-effect control and ±100 the full control effect; nearly all actives have a fitted effect of over 75% in size
Target sequence (Q96KQ7 913-1193 limits assumed): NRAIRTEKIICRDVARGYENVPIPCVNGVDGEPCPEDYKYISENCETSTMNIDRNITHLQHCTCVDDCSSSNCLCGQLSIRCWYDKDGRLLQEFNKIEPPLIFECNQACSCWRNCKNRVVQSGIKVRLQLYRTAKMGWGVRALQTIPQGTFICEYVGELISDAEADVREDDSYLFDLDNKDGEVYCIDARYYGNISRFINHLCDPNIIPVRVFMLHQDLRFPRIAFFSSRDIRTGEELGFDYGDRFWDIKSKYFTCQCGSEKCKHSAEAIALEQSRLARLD
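G9a (20 nM) was preincubated 15 min with compound, then reacted 2 h at room temperature with 500 nM biotin-H3K9 peptide and 20 µM SAM. Monomethyl-H3K9 detected by AlphaScreen using anti-H3K9me1 antibody.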
GLS inhibitor = blocks human kidney-isoform glutaminase activity; O94925; GLS enzymatic activity, qHTS titration; Potency, µM (series often up to 45.5 µM), inactives show at the top dose activity change, negative = inhibition, usual class: inhibitors; 0.21% of 410,000 active; AID 624170; further: potency means the concentration at half of the fitted maximal effect; on the % scale 0 is the no-effect control and ±100 the full control effect
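hKGA; 45 mM KH2PO4 pH 8.2 + 0.02% Tween-20; cpd via pin tool; 1 mM Gln soln; GluOx/HRP/Amplex Red; RT 30 min; fluor. t0 & final.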
PI4K2A block = PI4K2A (human) kinase inhibition; Q9BTU6; purified PI4K2A, ADP-Glo luminescence, 1 h; stronger effect = lower value; activity change, negative = inhibition, % at 76.9 µM; 0.13% of 420,000 active; AID 1346378; in the data active means activity change below about -50%; inconclusive means mostly about -30% to -49%;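 further: -100% = wells without enzyme as full effect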
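In this quantitative HTS, ADP production by PI4K2A was quantified luminescently after 1 h at ambient temperature; 100 microM adenosine served as plate-quality control.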
JMJD2A Tudor inh = JMJD2A Tudor domain (human) inhibition; 4.4% of 390,000 active; AID 504339; Potency, µM (highest dose often 114 µM), for the others: at the top dose activity change, negative = inhibition, actives largely listed as inhibitors; AlphaScreen JMJD2A-Tudor / H3K4me3 peptide binding; further: potency means the concentration at half of the fitted maximal effect; on the % scale 0 is the no-effect control and ±100 the full control effect; nearly all actives have a fitted effect of over 50% in size
HP1b binding inh = inhibitors of HP1-beta chromodomain binding to methylated histone tails. P83916. AlphaScreen HP1-beta / biotin-H3K9me3 peptide binding. Potency, µM (titrated, usually from 114 µM), for the others: at the highest dose activity change, negative = inhibition, most hits filed as inhibitors. 0.56% of 390,000 active. AID 540317; further: potency means the concentration at half of the fitted maximal effect; nearly all actives have a fitted effect of over 70% in size; inactives centre near 23
Target sequence (P83916 whole entry, looked up): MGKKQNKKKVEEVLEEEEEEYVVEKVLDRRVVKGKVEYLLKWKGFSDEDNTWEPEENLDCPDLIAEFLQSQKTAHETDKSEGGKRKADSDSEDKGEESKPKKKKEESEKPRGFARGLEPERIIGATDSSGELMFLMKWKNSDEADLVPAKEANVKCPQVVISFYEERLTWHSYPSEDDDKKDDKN
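Compound inhibition of the preformed complex between 50 nM HP1-beta and 50 nM biotinylated H3K9me3 peptide was read by AlphaScreen. Buffer was PBS pH 7.4 with 0.01% Tween-20. Incubations ran 30 min at room temperature, with 10 ug/mL donor/acceptor beads.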
Numbers without * were called inactive; i = inactive; u = inconclusive; x = no result given; [ ] = dose if it differs, or a comment. Unless noted, the call rests on the fitted dose curve; in most records, active means well fitted curve in the direction sought with a large enough effect; inconclusive means small, poorly fitted or top-dose-only effect, or another doubt; inactive means no such curve, though single readings can be large; an effect the other way counts as inactive or inconclusive.

SMILES | Pol eta inh | PGK inhibitor | Pin1 inh | BAZ2B inh | G9a block | GLS inhibitor | PI4K2A block | JMJD2A Tudor inh | HP1b binding inh
CC(C(N)=O)N1C(=O)NC2(CCCc3ccccc32)C1=O (stereo not given) | -23.7% | 0.9% | -6.8% | -0.5% | -8.5% | -4.5% | 2.3 | -6.9% | 18.9%
O=C(NCN1C(=O)C2C3C=CC(C3)C2C1=O)Nc1cccnc1 (stereo not given) | -14.7% | -7.4% | 10.9% | 12.2% | -12.4%[12.7 µM] | -6.8% | -4.4 | 1.0% | 44.5%[activator]
Cc1cccc(NC(=O)c2cc(S(=O)(=O)N3CCCCC3)ccc2Cl)n1 | -20.9% | 7.3% | -3.7% | -5.9% | 1.2% | -2.0% | 2.5 | 5.4% | 17.4%
COc1ccc(CN2C3CCCC2CC(NC(=O)c2cccc(F)c2)C3)cc1 (stereo not given) | -17.8% | -7.2% | -2.6% | 9.5% | -10.5% | -4.7% | 5.7 | 2.7% | 36.0%
O=C(CCc1nnc2ccc(N3CCC4(CC3)OCCO4)nn12)N1CCCCC1 | -8.0% | -1.2% | -1.2% | -9.4%[57.1 µM] | 13.6% | -28.9% | -6.4 | -0.8% | 41.6%[activator]
CC(=O)Nc1ccc(S(=O)(=O)Nc2nc3ccccc3nc2N2CCc3ccccc3C2)cc1 | -4.6% | 3.2% | 17.8% | -5.3% | -2.3%[59 µM] | 18.1% | 7.6 | -23.1% | 11.8%
O=C(CC(=O)NN=Cc1ccc2c(c1)CCC2)NN=Cc1ccc2c(c1)CCC2 | u | -6.2% | 0.8% | x | x | 1.5% | 5.9 | -24.3% | 13.0%
COc1cc(Nc2nc(SCc3ccc(Cl)cc3)nc3ccccc23)cc(OC)c1 | -17.1% | -6.8% | 0.6% | 6.0% | 38.6%[activator][59 µM] | -6.7% | -2.0 | 0.3% | 35.4%[activator]
Cc1ccc(C)n1-c1cccc(C(=O)Nc2ccccc2)c1 | -8.6% | i | 46.9%[activator] | -37.8% | x | -6.2% | -4.8 | -21.1% | 20.3%
CCC(=O)N(Cc1cc2cc(OC)ccc2[nH]c1=O)c1ccc(C)cc1 | -6.9% | -2.8% | 3.8% | -6.3% | 18.0%[0.501 µM] | 6.2% | -15.1 | 1.4% | 21.7%
CN(C)S(=O)(=O)c1ccc(N2CCCC2)c(C(=O)NC2(C)CCS(=O)(=O)C2)c1 (stereo not given) | -22.0% | 6.1% | -7.4% | 6.3% | -28.6% | 0.0% | -1.4 | -6.2% | 27.5%
Brc1ccc2ncnc(Nc3cccc4ccccc34)c2c1 | -12.2% | -8.0%[11.5 µM] | -2.0% | 5.0%[57.1 µM] | -40.3% | 15.0% | -1.5 | -25.0% | 15.0%
COc1ccc(OC)c(NC(=O)Cn2ccn(-c3ccc(F)cc3)c(=O)c2=O)c1 | -6.5% | 2.3% | 16.4% | -1.4% | -4.3%[59 µM] | 2.1% | -7.3 | -18.4% | -0.5%
Cc1ccc(S(=O)(=O)NCCN2CCOCC2)cc1C | -8.7% | -5.2% | -1.7% | 9.8% | -19.4%[12.7 µM] | -4.3% | -9.1 | -10.3% | 79.9%[activator]
CCOC(=O)N1CCN(C(=O)CSc2ccc3nnc(-c4ccncc4)n3n2)CC1 | u | 4.0% | -21.8% | -1.6% | -11.7% | 1.1% | -4.0 | -24.7% | 0.2%
COCCSc1ccccc1C(=O)NCc1ccc2c(c1)OCO2 | -1.6% | -0.7% | -7.8% | -0.2% | u | -6.7% | -1.2 | -28.7% | 31.9%
COCCNC(=O)Cc1c(C)c2c(cc(C)c3c(C)coc32)oc1=O | 3.9% | x | 4.2% | -3.2% | 3.5% | -1.1% | -0.7 | 5.4% | 47.3%[activator]
CC(=O)Nc1cccc2c1Cc1ccccc1-2 | -9.6% | -1.1% | -6.5% | -8.5% | 36.1% | -3.1% | -2.7 | -5.3% | 31.9%
COc1ccc2c(c1)Cc1sc(NC(=O)c3cccc(Br)c3)nc1-2 | -6.6% | -8.0% | 4.1% | -8.5% | 0.9%[59 µM] | -8.1% | -25.9 | -17.7% | 1.0%
CN(Cc1ccc(C#CCCO)cc1)CC1CCCN(CCc2ccc(Cl)cc2)C1 (stereo not given) | -20.6% | -5.3% | 0.2% | u | 4.0% | -8.1% | 3.7 | -26.9% | 4.4%
CC(=O)c1cccc(NC(=O)Nc2ccc3c(c2)OCO3)c1 | -23.1% | -4.8% | -5.9% | -1.4% | u | 3.0% | 6.7 | -17.1% | 30.5%
Cc1ccc(Nc2cc(C)c(C#N)c3nc4ccccc4n23)c(C)c1 | 0.2% | 4.5% | 10.3% | -18.2% | 10.6%[59 µM] | 9.5% | -4.5 | -5.8% | 48.0%[activator]
CCOc1ccc(N(Cc2ccc(C(=O)O)cc2)S(=O)(=O)c2ccc(C)cc2)cc1 | -0.8% | -5.3% | 2.8% | -6.3% | 12.7% | 3.8% | -0.5 | -17.2% | 31.5%
COC(=O)CCC(=O)OC1(C)C(=O)C=C2C=C(C3CC3)N(CCCOC(C)C)C=C2C1=O (stereo not given) | 89.1µM* | -21.4% | u | -6.1% | -2.0%[12.7 µM] | 0.7% | u | -18.6% | 26.6%
O=C(N/N=C/c1cccnc1)c1cc2ccccc2cc1O | -6.4% | -8.4% | 34.3%[activator] | -13.6% | 15.2% | -21.8% | -2.0 | -24.8% | 30.6%
COc1ccc(Nc2ccccc2)c(C)c1 | 2.9% | i | -3.6% | u | u | 9.2% | 4.7 | u | -26.8%
COc1ccc(NC(=O)NCC2CCN(Cc3ccccc3F)CC2)c(OC)c1 | -15.9% | 0.1% | 1.1% | -37.4% | -3.7%[59 µM] | 14.9% | -4.3 | -24.0% | 2.9%
COc1ccc2[nH]c3c(=O)n(Cc4ccc(C(=O)N5CCCC5)cc4)c(=S)[nH]c3c2c1 | 0.7% | i | -4.0% | -20.6% | 7.94µM* | 10µM* | 1.3 | 6.31µM* | u
NC(=O)CC(NC(=O)Cc1ccc(Br)cc1)c1ccc(N2CCN(c3ccccn3)CC2)c([N+](=O)[O-])c1 (stereo not given) | -13.8% | 9.7% | 1.7% | u | -11.3% | -1.4% | -1.6 | -14.0% | 33.2%
O=C(O)C1CCCCC1C(=O)NCCc1ccncc1 (stereo not given) | -6.9% | 1.6% | 6.7% | -3.7% | 9.6%[12.7 µM] | 4.5% | -0.3 | -0.4% | 23.9%
O=c1[nH]c2cc([N+](=O)[O-])c(NCCO)c([N+](=O)[O-])c2[nH]1 | -7.9% | -4.8% | 7.3% | -35.4% | u | 5.1% | -11.4 | -3.5% | 0.2%
O=C(CSc1nnnn1-c1ccccc1)Nc1ccc(Cl)cn1 | -1.0% | 0.2% | 0.6% | -1.6% | 0.3%[59 µM] | 4.0% | -5.8 | -11.6% | 16.3%
COc1ccc(CC2(C)OC(c3ccc(Cl)cc3)=NN2C(C)=O)cc1 (stereo not given) | -9.7% | 11.2% | -1.3% | 3.2% | -42.2%[59 µM] | -1.6% | 3.0 | 9.8% | 32.2%
CCOC(=O)N1CCN(c2cc(C)c([N+](=O)[O-])cc2F)CC1 | -22.1% | -9.9% | 2.3% | -32.5% | u | 1.2% | 3.3 | -6.5% | 11.3%
COc1cccc(CN(C)C(=O)CCNC(=O)c2ccc(Br)cc2)c1 | -9.0% | 2.4% | -1.7% | -1.3% | 1.8%[12.7 µM] | 2.5% | -3.8 | -6.2% | 24.5%
CCn1c(N2CCN(C(=O)NC3CCCCC3)CC2)nc2ccccc21 | -14.0% | -13.3% | -15.2% | -1.5% | -6.5%[59 µM] | 11.0% | 1.3 | -10.7%[57.1 µM] | 33.8%
Cc1cccc(Cc2c(C)nc3c(C(=O)NCc4ccco4)cnn3c2C)c1 | -11.3% | i | 42.7%[activator] | u | u | u | -3.0 | u | 0.6%
O=C(c1cccc(S(=O)(=O)N2CCc3ccccc32)c1)N1CCCC(C(F)(F)F)C1 (stereo not given) | -12.7% | i | 4.4% | 2.7% | 10.8% | 8.5% | -3.7 | -22.1% | 4.6%
Cc1ccc(NC(=O)COC(=O)Cc2csc(-c3ccc(Cl)cc3)n2)cc1C | -11.1% | -2.8% | -0.6% | 7.5% | 14.5%[59 µM] | 4.4% | -0.1 | 19.1% | 42.2%
Cc1cc(C(=O)OCC(=O)Nc2ccccc2Cl)c(C)o1 | -22.0% | i | -4.7% | 7.9% | -9.8%[12.7 µM] | 0.2% | 5.7 | -3.8% | 23.5%
Cc1[nH]nc2c1/C(=N/O)CC(c1ccccc1)C2 (stereo not given) | -16.0% | -0.6% | -8.0% | 13.4% | -34.0%[59 µM] | x | 8.0 | -2.1% | 35.6%
CCOC(=O)c1nnn(-c2nonc2N)c1COc1ccccc1 | -2.2% | 4.5% | 13.7% | -28.8% | 5.4%[12.7 µM] | 5.6% | -7.1 | -9.2% | 20.7%
COc1cc(CCNC(=O)c2ccc3c(c2)c(C)c(C)n3Cc2cccc(C)c2)cc(OC)c1OC | -6.2% | i | 62.9%[activator] | u | u | -3.8% | -2.9 | u | 10.1%
COc1cc(C(=O)Nc2ccc(Cl)c([N+](=O)[O-])c2)cc(OC)c1OC | -7.4% | -1.0% | -3.9% | -10.5% | -3.8% | 0.2% | 1.4 | -11.1% | 13.5%

2 compounds from above, reduced to PGK inhibitor.
| Molecule | PGK inhibitor |
| --- | --- |
| Cc1cc(C(=O)OCC(=O)Nc2ccccc2Cl)c(C)o1 | i |
| O=C(c1cccc(S(=O)(=O)N2CCc3ccccc32)c1)N1CCCC(C(F)(F)F)C1 (stereo not given) | i |

Some of the compounds tested (hit frequency here may not be typical).
